Screening results (PubChem BioAssay)
Dynein cargo inh: blocks dynein driven cargo transport along microtubules; 0.47% of 220,000 active; 3617.4 mouse cells, GR-EGFP nuclear translocation imaging; test concentration mostly 20 µM; stimulated with dexamethasone, 1 µM; hits give low values; z-score, hits read low; AID 1381;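 active = plate z-score of nuclear minus cytoplasmic receptor signal below a set negative limit, without overly bright fluorescence or cell loss, cut at about -3.5 in these data, passing the limit was not always enough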;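 also: z-score of nuclear minus cytoplasmic ring GR-EGFP intensity difference per well; some compounds called inactive have numbers as strong as hits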
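Buffer or medium: tet-free medium with charcoal-stripped serum / Also added: dexamethasone agonist, 1.0 µM final, for 30 min / Timing: induction 48 h, compound 1 h, agonist 30 min / Measured by: high-content fluorescence imaging after fixation / Read-out: nuclear-to-cytoplasmic GR-EGFP distribution per well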
UTI89 phage lysis: protection from phage-mediated lysis, alamar blue read-out – E. coli UTI89, K1F phage, bacterial capsule biogenesis inhibitors (AID 488966); E. coli UTI89 K1F phage lysis, alamar blue, 2 h; higher % means a stronger effect; inhibition, % at 100 µM; hits with a dose series show IC50 in µM; 0.02% of 340,000 active;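 active = phage lysis inhibition, versus mean bacterial control, above a set limit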;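 also: capsule biogenesis inhibitors block K1F phage lysis so surviving cells raise fluorescence; higher fluorescence means more inhibition of phage lysis; actives were called in the ten point dose series up to 300 µM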
CSM14.1 death rescue: rescue of cells from ER stress-induced death, primary screen, 384-well, CSM14.1, thapsigargin, ATP luminescence (AID 1222); CSM14.1 thapsigargin-induced death rescue, ATP luminescence; higher % means a stronger effect; cellular ATP content (survival), % at 20 µM; hits with a dose series show EC50 in µM; 190,000 tested, under 10 active;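 active = EC50 below 50 µM in the dose-response confirmation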;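 also: death triggered by thapsigargin at about 15 µM added after 2 h compound pretreatment; cell ATP read after overnight thapsigargin exposure of roughly 18 to 22 hours; normalized against plate controls of thapsigargin alone and 5% DMSO vehicle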
P. falciparum M17LAP: P. falciparum M17LAP inhibitors, primary screen, biochemical, fluorogenic H-Leu-NHMec substrate, 1536-well (AID 1619); recombinant M17LAP, H-Leu-NHMec fluorogenic kinetic assay; higher % means a stronger effect; one-dose inhibition, % at 30 µM; IC50 in µM for titrated hits; 0.38% of 220,000 active;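 active = compound inhibiting the enzyme by more than half at any dose during confirmatory dose-response retesting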;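 also: plate controls were full reaction with DMSO carrier for no effect and no enzyme background for full effect; strong numbers were not always called active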
P. falciparum M1AAP: P. falciparum M1AAP inhibitors, biochemical, fluorogenic H-Leu-NHMec substrate, 1536-well (AID 1445). recombinant M1AAP, H-Leu-NHMec fluorogenic kinetic assay; higher % means a stronger effect. inhibition, % at 30 µM, or IC50 in µM where a hit was titrated. 0.42% of 220,000 active;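 active = primary inhibition above the hit cutoff, then over 50% inhibition at one or more dose response concentrations, cut at about 23% in these data, passing the limit was not always enough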;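 also: plate controls were DMSO full reaction for no effect and no enzyme background for full effect; strong numbers were not always called active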
bCat nuc transl: beta-catenin nuclear translocation modulation; HeLa beta-catenin nuclear translocation, immunofluorescence imaging; nuclear translocation activity, % at 5 µM; 0.3% of 190,000 active; AID 1665;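 active = nuclear translocation activity above 50% at 5 µM, with a well cell count of 50 or more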;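 also: per-cell ratio of nuclear to cytoplasmic median beta-catenin stain intensity; plate controls were DMSO negative control for no effect and GSK-3 inhibitor IX positive control for full effect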
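Signal – beta-catenin immunofluorescence imaging with DAPI · Test system – human HeLa cell line · Dosing – 5 µM primary single dose, 0.1% DMSO, 0.02–20 µM confirmation series · Measure – % activation, nuclear-to-cytoplasmic median beta-catenin signal ratio per cell · Incubation – 24 h compound exposure at 37°C, 5% CO2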
MT stabilize HCS: microtubule stabilizers in HeLa cells. % tubulin-high responders, % at 10 µM. HeLa tubulin immunostaining HCS, 24 h; share of cells brighter than vehicle mean+2SD. 0.83% of 200,000 active;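 active = plate Z-score above 3 for both tubulin-high and condensed-nucleus cell shares, with cell loss under 80%, at 10 µM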;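 also: anti alpha tubulin signal scored within the nucleus-defined area of each cell; some results filed as inactive read as strong as hits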
Autophagy mod: autophagy modulation, high-content screen; MEF GFP-LC3 puncta imaging; test concentration mostly 10 µM; calls only at 10 µM (by protocol); 0.98% of 190,000 active;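 active = percentage of spot-positive cells more than 3 SD above its plate mean, without a fluorescence outlier flag or 80% toxicity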;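 also: spot-positive cell cutoff set from DMSO-treated cells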
Ins promoter up: MIN6 insulin promoter up-regulation. MIN6 insulin promoter-GFP reporter, high-content imaging; hits give high values. z-score at 5 µM. 0.3% of 190,000 active. AID 1625;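 active = z-score above 3 at 5 µM with at least 500 cells counted in the well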
Dynein cargo inh cytoplasmic EGFP: further read-out of Dynein cargo inh, marked with its call; z-score; measured here: cytoplasmic GR-EGFP intensity; hits give high values
Dynein cargo inh nuclear GR-EGFP: further read-out of Dynein cargo inh, marked with its call; z-score; measured here: nuclear GR-EGFP intensity;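 lower value marks the stronger effect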
Dynein cargo inh cell count: recorded beside Dynein cargo inh, whose call it bears; z-score; measured here: cell count per field
Ins promoter up cell count: recorded beside Ins promoter up, whose call it bears; cell count; measured here: cytotoxicity, nuclei count;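 total cells summed across four imaged fields per well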
bCat nuc transl cell count 5 µM: further read-out of bCat nuc transl, marked with its call; cell count; measured here: cell count, cytotoxicity flag
MT stabilize HCS Hoechst-high %: recorded beside MT stabilize HCS, whose call it bears; % Hoechst-high responders; measured here: nuclear condensation Hoechst responders;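 share of cells brighter than vehicle mean plus two SD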
MT stabilize HCS cytotoxicity %: further read-out of MT stabilize HCS, marked with its call; toxicity, %; measured here: cytotoxicity by cell density;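 0% = mean cell density of plate MIN control wells and 100% = no cells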
Autophagy mod cell loss 18 h: second read-out of Autophagy mod, no call of its own (marks repeat the call); toxicity, %; measured here: cell loss, nuclei count;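 cell loss after 18 h compound exposure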
* marks the source's active call; other numbers are inactive results; i = inactive; . = not tested or not shown; [ ] = remark or other dose.

SMILES	Dynein cargo inh	Dynein cargo inh cytoplasmic EGFP	Dynein cargo inh nuclear GR-EGFP	Dynein cargo inh cell count	UTI89 phage lysis	CSM14.1 death rescue	P. falciparum M17LAP	P. falciparum M1AAP	bCat nuc transl	bCat nuc transl cell count 5 µM	MT stabilize HCS	MT stabilize HCS Hoechst-high %	MT stabilize HCS cytotoxicity %	Autophagy mod	Autophagy mod cell loss 18 h	Ins promoter up	Ins promoter up cell count
CN1CCCc2cc(C#N)c(=O)[nH]c21	-0.43	-0.29	0.0052	0.19	0.0%	-1.7%	i	15%	.	.	1.7	1.5	8.6	i	-10	0	1287
CCC(=O)Nc1ccc(C(=O)Nc2ccc(OC)cc2[N+](=O)[O-])cc1	-0.52	-0.21	-0.3	-0.13	4.2%	1.1%	-5%	-2%	3.6	1008	5.3	2.7	7.2	i	4	0.5	1500
O=C(NCC(c1cccnc1)N1CCOCC1)c1ccco1 (stereo unspecified)	-0.97	0.3	-0.14	0.61	-0.2%	7.1%	-7%	8%	1.0	1233	1.7	0.9	8.2	i	4	0.45	1280
OCCNCc1cc(Br)ccc1OCc1ccc(Cl)cc1	-0.28	-0.21	-0.38	0.27	12%	-4.8%	2%	2%	1.1	1326	1.9	1.9	3.8	i	14	-0.3	1541
CCOC(=O)N1CCC(NC(=O)C2=C(C)C(=O)OC23CCC(C)CC3)CC1 (stereo unspecified)	-0.45	-0.17	0.054	-0.31	2.1%	-0.9%	5%	4%	-2.2	1316	2.2	2.9	8.6	.	.	1.3	1241
CCn1c(C(C)NC(=O)c2ccc(C)cc2)n[nH]c1=S (stereo unspecified)	-1.3	-0.23	-0.9	1	0.1%	-0.7%	7%	4%	-0.9	586	2.3	2.2	8.7	i	-15	0.45	1311
Cc1cccc(NS(=O)(=O)c2ccc(C)c(C(=O)OCC(=O)Nc3cc(C)on3)c2)c1	-1	-0.23	-0.61	-0.15	-0.4%	-2.6%	-24%	13%	0.4	1146	2.0	1.1	7.4	i	0	0.66	1292
C=CCn1c(SCc2c(C)noc2C)nc2ccccc2c1=O	-0.12	-0.27	0.088	0.42	6.0%	-0.5%	13%	2%	.	.	27*	41*	64*	i	46	-0.91	728
COc1ccc(Cn2c(O)cc(=O)[nH]c2=O)cc1	-0.13	-0.2	-0.12	0.33	1.2%	-1.0%	31%	13%	1.3	1084	4.1	3.0	4.4	i	-2	.	.
N#Cc1nccnc1S(=O)(=O)c1cccs1	-5.6*	1.2*	-2.6*	0.35*	.	.	1%	8%	-1.9	1118	.	.	.	.	.	-0.23	1340
COc1ccc(CC(=O)Nc2cccc(SC)c2)cc1	1.9	0.97	0.92	-1.2	2.9%[50 µM]	-1.5%	15%	0%	-2.5	535	3.1	1.6	6.0	i	4	0.97	1168
CCc1cccc(CC)c1NC(=S)NCc1ccc2c(c1)OCO2	0.087	-0.22	0.18	0.16	-0.2%	-2.6%	12%	4%	.	.	2.8	2.7	15	i	-7	0.08	1288
COc1ccc(OC)c(NC(=O)CNC(=O)Cn2ccc3ccccc3c2=O)c1	-0.85	-0.21	-0.41	0.24	-1.2%	2.4%	7%	5%	1.3	1077	1.7	3.0	5.8	.	.	-0.36	995
COC(=O)C(=O)/C=C(\O)c1c(C)cc(C)cc1C	0.63	-0.27	0.78	-0.49	0.4%	.	7%	3%	-0.1	1322	.	.	.	.	.	-0.13	969
Cc1nnc(SCC(=O)c2ccc(S(=O)(=O)N3CCOCC3)cc2)n1-c1ccccc1	-0.72	-0.2	-0.44	0.75	3.2%	-2.1%	-5%	3%	-0.8	921	1.3	1.4	8.5	i	11	-0.26	795
C#CC1CN(Cc2ccccc2)CC(C#C)N1C (stereo unspecified)	-0.028	-0.3	0.036	-0.081	0.2%	-0.9%	-3%	6%	-1.0	1414	3.2	1.2	5.4	i	7	-0.22	1540
N=C1S/C(=C\c2ccc(O)cc2)C(=O)N1c1ccc(F)cc1	-0.86	-0.32	-0.38	1	-0.4%	-2.6%	6%	11%	0.0	1092	3.3	2.5	2.4	i	2	0.15	1276
CC(C)NC(=O)CC(=O)N/N=C/c1ccccc1F	1.4	0.025	0.6	-2.1	-0.5%	-0.8%	-2%	2%	.	.	1.3	1.6	1.4	i	0	.	.
COc1ccc(CNC(=O)Cn2nc(-c3ccc4c(c3)OCCO4)ccc2=O)cc1	-0.51	-0.014	0.057	-0.44	1.1%	1.2%	6%	0%	-1.9	907	6.3	2.1	3.1	i	2	-0.42	1433
O=C(O)c1ccc(/C=N/Nc2cccc(C(F)(F)F)c2)cc1	-0.36	-0.31	0.083	0.38	-0.2%	-0.4%	16%	9%	-0.6	1153	5.1	3.5	2.4	i	5	-0.79	1355
COc1ccc(CNc2ccc3cn[nH]c3c2)c(OC)c1OC	-0.025	-0.0059	-0.056	-0.43	4.6%	-0.5%	0%	19%	.	.	1.3	1.3	8.9	i	-12	0.46	814
C/C(=N\NC(=O)CN1CCN(Cc2ccc(C)cc2)CC1)c1ccncc1	0.28	-0.24	0.22	0.0079	3.9%	2.0%	-2%	3%	-2.5	1135	2.2	2.8	11	i	-1	-0.48	1507
COc1ccc(N=C2SCC(c3ccccc3)=NN2C)cc1	2	-0.15	0.75	-1.8	-2.4%	.	4%	4%	-3.9	1131	.	.	.	.	.	-0.14	1313
Oc1ccc(/C=N/Nc2nc(-c3ccccc3F)nc3ccccc23)c(O)c1	5.6	3.3	3.5	0.048	0.4%	.	-5%	2%	-0.5	1046	.	.	.	.	.	3.7*	1072*
Cc1cc(C)cc(NC(=O)CSc2nc(N)c(NC(=O)c3cccs3)c(=O)[nH]2)c1	-0.66	-0.3	0.24	0.51	3.0%	3.7%	1%	2%	-3.5	562	3.3	2.0	16	i	-5	0.23	1307

Other entries follow.
SMILES	Dynein cargo inh	Dynein cargo inh cytoplasmic EGFP	Dynein cargo inh nuclear GR-EGFP	Dynein cargo inh cell count	UTI89 phage lysis	CSM14.1 death rescue	P. falciparum M17LAP	P. falciparum M1AAP	bCat nuc transl	bCat nuc transl cell count 5 µM	MT stabilize HCS	MT stabilize HCS Hoechst-high %	MT stabilize HCS cytotoxicity %	Autophagy mod	Autophagy mod cell loss 18 h	Ins promoter up	Ins promoter up cell count
Cc1oc(C(C)(C)C)cc1C(=O)NCc1ccc2c(c1)OCO2	0.25	-0.18	-0.0044	-0.19	-0.2%	.	0%	-7%	-1.2	1121	.	.	.	.	.	0.18	1370
O=C1CCC(=O)N1c1ccc(NC2CCN(Cc3ccccc3)CC2)c([N+](=O)[O-])c1	0.39	-0.14	-0.037	-0.55	3.4%[50 µM]	-0.4%	7%	3%	0.9	897	2.7	1.7	3.2	i	-13	-0.07	1013
CC(OC(=O)c1ccco1)C(=O)NC1CCCCC1 (stereo unspecified)	-0.75	-0.024	-0.22	0.6	0.1%	2.3%	0%	-1%	1.1	1101	1.6	2.3	9.2	i	-12	-0.23	1372
Cc1cn(CCC(=O)Nc2ccc(N3CCOCC3)cc2)c2ccccc12	-0.45	-0.2	-0.27	0.95	-0.1%	.	-5%	5%	-1.6	1079	.	.	.	.	.	.	.
COc1ccccc1OCc1nc2ccccc2s1	-0.49	-0.23	0.29	0.83	-0.1%	-1.6%	3%	8%	-1.6	1147	2.5	1.2	3.8	i	-6	.	.
O=C1CN(S(=O)(=O)c2ccc(Cl)cc2)CC(=O)N1CCc1ccccc1	0.72	-0.2	0.46	-0.66	2.2%	1.4%	-1%	-3%	.	.	1.7	1.3	6.5	i	4	0.29	868
S=c1[nH]nc(-c2ccco2)n1/N=C/C(Cl)=C/c1ccccc1	-1.3	-0.18	-0.6	0.38	-0.9%	.	2%	10%	-1.5	1156	.	.	.	.	.	0.26	1330
COc1cc(C)ccc1S(=O)(=O)N1CCN(C23CC4CC(CC(C4)C2)C3)CC1	-0.33	-0.27	-0.18	0.43	1.6%	-2.8%	-3%	2%	-1.0	1128	2.1	1.2	1.9	i	-1	0.13	747
CCCNC(=O)c1[nH]c(C)c(C(C)=O)c1C	-1.4	-0.33	-0.55	1.2	5.5%	6.0%	-2%	2%	-1.1	1186	1.5	2.4	5.2	i	5	-0.13	1141
COc1ccc(C)cc1NC(=O)c1ccccc1NS(=O)(=O)c1ccc(Cl)s1	-0.34	-0.26	0.56	-0.58	0.2%	0.9%	6%	21%	0.5	1521	5.3	2.5	4.5	i	19	-0.3	1291
CN(C(=O)CCc1nc2ccccc2s1)c1ccccc1	0.089	-0.34	0.26	0.14	-0.1%	-0.8%	9%	5%	-0.8	1104	1.1	0.8	9.4	i	2	-0.27	1818
COc1ccc(CCNC(=O)CCCOc2cccc(C)c2C)cc1OC	1.9	-0.59	0.7	-1.3	-0.1%[50 µM]	.	4%	6%	-0.6	1299	.	.	.	.	.	1.5	846
Fc1ccc(CSc2ncnc3sc4c(c23)CCCC4)cc1	-0.0093	-0.19	-0.2	-0.13	1.0%	-1.0%	-7%	2%	-0.3	1395	1.7	2.3	11	i	-3	-0.44	1581
COc1cc(/C=N/N=C2/SCC(=O)N2c2ccc(O)cc2)ccc1O	-0.068	0.89	-0.05	0.71	2.1%	-2.2%	5%	7%	-0.9	1093	7.1	1.1	7.0	i	3	-0.43	1210
